# ERp5 inh = inhibitors of ERp5-driven insulin aggregation, primary screen, biochemical, turbidity, absorbance 650 nm, single point; Protein disulfide-isomerase A6 (Homo sapiens), Q15084; 90 min; inhibition, % at 9.99 µM; 350,000 tested, 0.05% active; AID 651711, 2012;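 active means mean replicate inhibition above about 25%, with every replicate also reaching it, limit read from the data, passing the limit was not always enough; inconclusive means only one of those two criteria met; inactive means neither criterion met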
# Target sequence (Q15084 whole entry, looked up): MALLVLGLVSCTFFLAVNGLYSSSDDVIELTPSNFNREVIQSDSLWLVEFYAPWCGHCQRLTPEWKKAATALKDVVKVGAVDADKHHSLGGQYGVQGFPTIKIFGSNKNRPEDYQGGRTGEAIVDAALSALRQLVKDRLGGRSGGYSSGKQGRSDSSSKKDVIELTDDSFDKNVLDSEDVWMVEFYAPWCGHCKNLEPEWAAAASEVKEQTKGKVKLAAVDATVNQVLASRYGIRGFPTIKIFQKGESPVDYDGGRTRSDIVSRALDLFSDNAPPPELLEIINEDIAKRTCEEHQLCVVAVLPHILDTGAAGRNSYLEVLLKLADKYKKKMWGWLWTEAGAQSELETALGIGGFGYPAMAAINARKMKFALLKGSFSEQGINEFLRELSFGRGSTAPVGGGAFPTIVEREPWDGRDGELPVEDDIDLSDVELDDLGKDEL
# ARNT TACC3 PPI = disruptors of ARNT/TACC3 protein interaction, primary screen, biochemical, AlphaScreen, single concentration. AlphaScreen His-ARNT PAS-B/GST-TACC3 binding, luminescence; TACC3 fragment carries E629A point mutation. inhibition, % at 9.99 µM. 390,000 tested, 0.66% active;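 active means mean inhibition of replicates at least 50% and at least half of replicates each reaching 50%; inconclusive means half or more replicates reach 50% but mean below 50%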;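 further: 0% = complete ARNT plus TACC3 wells and 100% = ARNT alone without TACC3; many hits fall short of the cut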
# DENV2 CPE rescue = inhibitors of DENV2 cytopathic effect, primary screen, cell-based, plate reader, single concentration; CPE inhibition, % at 9.99 µM; AID 651640, 2012; 350,000 tested, 1.7% active; DENV2-infected cells, cytopathic effect rescue; in the data active means CPE inhibition above about 20%, passing the limit was not always enough; inconclusive means no clear call, values can overlap the other calls; tested in BHK-21 cells;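 further: 0% = median of neutral control wells and 100% = median of positive control wells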
# INS-1E GSIS act = GLuc luminescence reporter in INS-1E cells, primary screen for activators of glucose-dependent secretion of insulin; 370,000 tested, 0.61% active; INS-1E GLuc reporter insulin secretion, 2-3 h; activation, % at 16.6 µM;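 active means lowest replicate activation of at least 40%, so every replicate reaches that level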;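 further: 0% = median of neutral control wells and 100% = median of IBMX positive control wells; some compounds called inactive have numbers as strong as hits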
# F508del corr = F508del CFTR correction, initial screen, CFBE line, single point; activity (quench increase), % at 7.58 µM; CFBE cells, YFP halide quenching; stimulated with forskolin plus potentiator P3; % fluorescence drop versus neutral controls; 350,000 tested, 0.36% active;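 active means mean added fluorescence quench of at least 8% versus neutral control, with both replicates also reaching 8%; inconclusive means only one of the mean or replicate conditions met; inactive means mean below 8% and not both replicates reaching 8%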;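 further: cells transiently co-express mutant CFTR-F508del with the halide-sensitive YFP; corrector assay measuring rescue of mutant channel to the surface after 24 h compound exposure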
# EWS-Fli inh = EWS/Fli-driven NR0B1 reporter inhibitors, primary screen, A673 cells, NR0B1 luciferase, luminescence, MLPCN library; 350,000 tested, 0.67% active; inhibition, % at 12.6 µM; AID 651661, 2012; viability-normalised;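 active means mean inhibition of at least 50% after viability correction, with every replicate also passing that limit; inconclusive means mean reaches 50% but only one of two replicates passes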;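 further: firefly luciferase signal divided by Alamar Blue viability fluorescence both relative to DMSO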
# Xi reactivation = activators of inactive X chromosome reactivation, primary screen, imaging, XiGFP fibroblasts, GFP high-content imaging, set 2 | activation, % at 7.58 µM | XiGFP mouse fibroblasts, % GFP-positive cells imaging, 3 d; cells co-treated with 5-aza-dC sensitizer; scaled so ellipticine positive control = 100% | AID 743238, 2013 | 360,000 tested, 0.055% active;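 active means mean normalized replicate activation at least 10% and every replicate at or above 10%; inconclusive means only one of the two criteria met; inactive means mean below 10% and not all replicates reach 10%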;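 further: 0% = median of on-plate neutral control wells and 100% = ellipticine 6 µM median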
#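 Material: SV40-immortalized XiGFP fibroblast cells, line 68-5-11 | Buffer or medium: DMEM containing 5-aza-dC | Dosing: One concentration, pinned | Times: 3 d treatment, 15 min room-temperature fixation | Controls: Ellipticine 6 µM positive control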
# PAX8 inh HTS = inhibitors of PAX8-driven TPO luciferase reporter, primary screen, RMG-I cells, single concentration | SteadyGlo, 24 h | inhibition, % at 12.6 µM | 360,000 tested, 1.2% active | AID 652154, 2013;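 active means mean replicate inhibition at least 60% with every replicate also reaching 60%; inconclusive means only one of the two criteria is met; inactive means mean below 60% and not all replicates reaching 60%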;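 further: luciferase light reporting Pax8 driven TPO promoter activity; plate controls were median of neutral control wells for no effect and mitoxantrone controls for full effect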
# * = called active by the depositor; ? = inconclusive; · = not tested or not shown; & = joins results of further samples.
SMILES,ERp5 inh,ARNT TACC3 PPI,DENV2 CPE rescue,INS-1E GSIS act,F508del corr,EWS-Fli inh,Xi reactivation,PAX8 inh HTS
CN(C)S(=O)(=O)c1cccc(NC(=O)c2cc([N+](=O)[O-])ccc2N2CCCCC2)c1,-1,4,2,-2,1.9,3,-0.2,-3
COC(=O)C[C@H]1C[C@@H]2c3cc(NC(=O)NC4CCCC4)ccc3O[C@@H]2[C@@H](CO)O1,-2&-2,5,?,2&1,2.3&0.8,-7&2,-0.2&0.8,-4&20
O=C(Nc1cccc(/C=C/c2ccccn2)c1)c1ccc(-n2cncn2)c([N+](=O)[O-])c1,3,8,?,2,-2.0,-26,0.0,18
Cc1noc(C)c1S(=O)(=O)Nc1ccc2c(c1)C(=O)N([C@@H](C)CO)C[C@@H](C)[C@H](CN(C)CC1CCCCC1)OCCCC[C@@H](C)O2,-5,1,-13,7,-1.7,-7,-1.1,-16
COc1ccccc1OCCNC(=O)C(CCSC)NC(=O)c1ccccc1Cl (stereo not drawn),2,-1,1,12,-0.5,-5,0.1,-1
COc1cccc(/C=C/C(=O)N(C)CC(=O)Nc2ccc(Cl)c(C(F)(F)F)c2)c1,25,2,-14,-12,-6.2,0,0.0,-7
COc1ccccc1C(=O)NCCNc1nc2cc(C)cc(C)c2cc1C#N,1,-5,-2,0,1.9,2,0.0,-7
CC(=O)C1=C(O)C(=O)N(Cc2ccccc2)C1c1ccc(N(C)C)cc1 (stereo not drawn),0,3,4,-31,-0.1,-28,0.0,2
O=C(Nc1ccc(S(=O)(=O)NC2=NCCCCC2)cc1)c1cccc(S(=O)(=O)N2CCOCC2)c1,3,1,-3,-6,-0.4,5,-0.1,·
CCC1=C(OC(=O)N(CC)CC)N2C(=O)OC(=NCC3CC3)[C@]2(Cc2ccccc2)[C@H]2C1=CC[C@H]1C(=O)N(CC(=O)OC)C(=O)[C@H]12,-2,·,-9,-27,-2.3,17,-0.1,-24
Cc1ccc(NC2CCCN(C(=O)c3cc(C(C)C)nn3C)C2)cc1C (stereo not drawn),-2,·,6,-13,1.2,-3,0.0,-10
Cc1cccc([C@@H]2[C@@H]3C(=O)N(Cc4ccccc4)C(=O)[C@@H]3[C@]3(Cc4ccccc4)C(=O)N(c4ccc(C(F)(F)F)cc4)C(=O)N23)c1,0,1,102*,7,1.0,1,0.0,18
CC(=O)c1cnc(-c2cccc(Cl)c2)s1,3,-26,-8,12,-0.3,-99,0.1,-80
CCOc1ccc(NC(=O)CN(C)C(=O)c2c(-c3c(F)cccc3Cl)noc2C)cc1OCC,9,·,-1,-19,1.9,2,1.2,-1
COCC(=O)N1[C@H](CO)[C@H](c2ccccc2)C12CN(C(=O)Cc1ccccn1)C2,-4,·,-1,8,0.8,3,0.0,-12
CC(C)c1ccccc1OCC(=O)NN1C(=O)c2ccccc2C1=O,2,5,-6,-7,1.4,3,0.2,-3
C[C@@H]1COc2cccc(N3CCCCC3)c2S(=O)(=O)N1,1,·,-4,28,1.9,-2,0.0,-13
CC(=O)Nc1ccc(NC(=O)C(Cc2ccccc2)NC(=O)C2CCC(C)CC2)cc1 (stereo not drawn),·,2,·,2,·,·,0.0,-11
COCCn1cc(C(=O)c2cc(Br)ccc2O)cc(C#N)c1=O,0,2,?,0,1.8,3,0.0,8
O=C(c1cnccn1)N1CCc2ccccc2C1,-8,7,3,-23,0.7,-34,0.7,-8
C[C@H]1CN([C@@H](C)CO)C(=O)Cc2cc(NC(=O)C3CC3)ccc2O[C@H]1CN(C)Cc1ccc(C(=O)Nc2ccccc2N)cc1,3,1,15,15,5.7,43,0.3,54
N=c1c(C(=O)NCCN2CCOCC2)cc2c(=O)n3ccccc3nc2n1CCCN1CCOCC1,-5,2,-5,0,-0.2,·,0.0,-24
Cc1cccc(CNS(=O)(=O)c2ccc(-c3cnc(C4CC4)o3)cc2)c1,3,-7,?,-19,2.1,-1,0.3,-1
O=[N+]([O-])/C=C/c1ccc2c(ccn2Cc2ccccc2)c1,2,-9,3,-8,-13,69*,-0.1,-24
CN(C)C(=O)c1cccc(-c2ccccc2[C@@H]2[C@@H](CO)N(C(=O)C3CCC3)[C@H]2C#N)c1,-6,·,-3,-4,-0.4,-3,0.3,·
O=[N+]([O-])c1ccc(/C=N/NS(=O)(=O)c2ccc(Cl)cc2)o1,4,-7,0,-8,·,4,-0.1,3
COc1ccc(CC(=O)Nc2ccccc2C(=O)NCCc2ccccc2)cc1,5,-8,12,·,-3.4,-27,0.0,2
COc1cccc(-c2ccc3c(c2)O[C@H](CN(C)CC2CC2)[C@H](C)CN([C@@H](C)CO)S3(=O)=O)c1,2,2,1,16,-3.4,4,0.6,·
O=[N+]([O-])c1cc(S(=O)(=O)Nc2ccccc2)ccc1N1CCN(c2ccc(O)cc2)CC1,-2,·,-3,-14,·,6,0.0,2
C[C@@H]1CN([C@@H](C)CO)C(=O)c2c(c3ccccc3n2C)-c2ccccc2CO[C@@H]1CN(C)S(=O)(=O)c1cn(C)cn1,0,-2,-4,-5,2.1,2,0.0,-5
COc1cccc(NC(=O)CCS(=O)(=O)c2ccc3c(c2)oc(=O)n3C)c1,-3,-4,-1,6,-2.0,0,0.1,4
C[C@@H]1CN([C@H](C)CO)C(=O)Cc2cc(NC(=O)Nc3ccc(C(F)(F)F)cc3)ccc2O[C@H]1CN(C)CC1CC1,0,11,1,-18,-1.7,-2,0.4,·
Nc1ccc(C(=O)N/N=C\C=C\c2ccc([N+](=O)[O-])cc2)cc1,-2,-6,0,97,1.2,-15,0.2,9
CCOc1cc([N+](=O)[O-])cc2c1C(=O)Nc1ccccc1O2,·,-1,·,20,·,·,0.0,-2
COc1ccccc1C(=O)NNC(=O)c1ccccc1Br,-11,-19,?,6,1.4,-11,0.0,0
Cc1noc(C)c1S(=O)(=O)N(C)C[C@@H]1OCCCC[C@H](C)Oc2ccc(NC(=O)Nc3ccccc3)cc2C(=O)N([C@H](C)CO)C[C@H]1C,-7,22,-4,-17,-0.7,15,0.0,26
CC(=O)c1ccc(OCC(=O)Nc2ccc3nc(C)sc3c2)cc1,1,2,2,5,0.7,-14,0.0,-16
COc1ccc2c3c(n(C)c2c1)[C@H](CO)N(S(=O)(=O)c1ccccc1)CC31CCN(C)CC1,-3,·,-5,15,4.4,-14,0.5,·
C[C@@H]1CN([C@@H](C)CO)C(=O)c2cc(NS(=O)(=O)c3ccc(F)cc3)ccc2O[C@H]1CN(C)C(=O)Nc1ccc2c(c1)OCO2,-7,-3,-3,9,1.2,-85,-1.2,·
N#Cc1cccc(-c2ccc3c(c2)[C@@H]2[C@@H](CCN2C(=O)CN2CCOCC2)[C@H](CO)N3)c1,·,-1,·,7,0.0,-11,0.3,20
COc1cc(-c2nc(CN(C)C(C)c3ccncn3)c(C)o2)ccc1F (stereo not drawn),1,6,-1,-1,0.5,-22,0.0,12
Cc1ccc(S(=O)(=O)Nc2cc(C)cn(Cc3ccccc3)c2=O)cc1,4,·,5,-1,1.7,26,0.6,18
O=C1COc2ccc(C(=O)CCl)cc2N1,6,5,-1,11,-0.4,-1,0.0,-12
COCC(=O)Nc1ccc2c(c1)OC[C@H](C)N(Cc1cccc(F)c1)C[C@H](C)[C@@H](OC)CN(C)C2=O,·,·,25*,-17,-2.6,-3,0.1,·
CCCC#Cc1cnc2c(c1)C(=O)N([C@@H](C)CO)C[C@@H](C)[C@H](CN(C)Cc1ccncc1)O2,-6,·,-11,15,·,-2,-0.2,-7
CC(=O)NC1C(Oc2ccccc2C)OC(CO)C(O)C1O (stereo not drawn),3,-6,·,3,-0.1,5,0.3,2
Cc1ccccc1NC(=O)C(C)OC(=O)CNS(=O)(=O)c1ccc(C#N)cc1 (stereo not drawn),-1,·,-1,-4,-3.5,-4,0.3,2
Cc1ccc(OCC(=O)Nc2ccc(NC(=O)c3ccccc3)cc2)cc1C,-1,4,5,52,0.0,-4,0.5,16
CN(C(=O)CSc1nc2ccccc2c(=O)n1C)C1CCS(=O)(=O)C1 (stereo not drawn),-11,-3,1,·,2.4,0,0.0,10
COc1ccc(C(=O)NCc2nnc(SCC(=O)N3CCc4ccccc43)n2Cc2ccccc2)cc1,10,-15,14,-27,·,3,0.3,7
C[C@H](CO)N1C[C@H](C)[C@@H](CN(C)Cc2ccncc2)Oc2c(NC(=O)c3nc4ccccc4s3)cccc2C1=O,0,0,9,-39,1.4,6,-1.1,39
Cc1c(C(=O)N2CC[C@@H](N3CCC(O)CC3)[C@H](O)C2)[nH]c2ccc(Cl)cc12,-11,1,-5,2,-4.0,9,0.3,0
COc1ccc(CN(C)C[C@@H]2OCCCC[C@H](C)Oc3ccc(NS(=O)(=O)c4c(C)noc4C)cc3C(=O)N([C@H](C)CO)C[C@@H]2C)cc1,·,-2,-3,0,0.9,-3,-0.5,-21
N#C/C(=C\c1cccs1)C(=O)N1CCOCC1,7,-3,-5,·,0.7,-16,0.1,-3
CCCCOc1ccc(/C(O)=C2/C(=O)C(=O)N(Cc3cccnc3)C2c2ccncc2)c(C)c1 (stereo not drawn),·,-6,·,21,·,·,-0.2,0
O=C(NNC1OC(CO)C(O)C(O)C1O)c1cccc(Br)c1 (stereo not drawn),-1,-1,0,1,4.9,1,0.0,2
O=C(Nc1ccc(C(=O)N2CCCCC2)cc1)c1ccccc1Br,1,-1,-5,-9,-6.9,·,0.0,16
Cc1cc2cc(CN(Cc3ccco3)C(=S)NCC3CCCO3)c(=O)[nH]c2cc1C (stereo not drawn),·,0,·,-12,·,·,-0.2,2
COC(=O)c1ccc(/C=N/NC(=O)CC(=O)NC(C)C)cc1,-3,-7,8,-3,·,·,·,·
CCOC(=O)c1c(-n2c(C)cc(C=O)c2C)sc2c1CCCC2,-3,3,-3,-12,-2.2,-10,·,·

# Further records
SMILES,ERp5 inh,ARNT TACC3 PPI,DENV2 CPE rescue,INS-1E GSIS act,F508del corr,EWS-Fli inh,Xi reactivation,PAX8 inh HTS
CC(C)C(=O)Nc1cc(S(=O)(=O)Nc2cccc(Cl)c2)ccc1Cl,3,-2,-12,-10,0.6,11,0.2,16
O=C(C[C@@H]1C[C@H]2c3cc(NC(=O)c4ccc5c(c4)OCO5)ccc3O[C@H]2[C@H](CO)O1)NCCc1ccccc1,2,2,1,-36,-3.9,-6,1.0,-20
O=CN(Cc1ccccc1)c1cc([N+](=O)[O-])ccc1OCc1ccccc1,0,-1,-4,-30,4.8,-4,0.1,3
CC1(C(=O)Nc2ccc3c(c2)OCCO3)CSCC(=O)N1C1CC1 (stereo not drawn),-1,·,12,-2,3.7,-7,0.5,-8
C[C@@H]1CN([C@H](C)CO)S(=O)(=O)c2ccc(-c3ccc(C#N)cc3)cc2O[C@@H]1CN(C)C(=O)CN(C)C,-8,5,5,38,-3.6,0,-0.2,·
CCC(=O)N(C)C[C@H]1Oc2cc(C#CC3(O)CCCC3)ccc2S(=O)(=O)N([C@@H](C)CO)C[C@H]1C,-7,-1,5,17,0.1,-4,-2.0,·
